N370S GC mod: inhibitors or activators of N370S glucocerebrosidase for Gaucher disease. P04062. N370S GC spleen homogenate, 4MU-glucoside fluorescence. Potency, µM (titrated, usually from 59.4 µM), without a hit: top-dose activity change, negative = inhibition, hits mostly inhibitors. actives 0.092% (n = 330,000). AID 2101;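 note: 0% = full enzyme activity and -100% = no enzyme basal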
FEN1 inh: human FEN1 inhibition; P39748; Recombinant FEN1 flap cleavage, fluorescence, 15 min; Potency, µM (doses to about 114 µM), without a hit: at the top dose activity change, negative = inhibition, actives largely listed as inhibitors; actives 0.35% (n = 390,000); note: nearly all actives have a fitted effect of over 65% in size
Target sequence (P39748 whole entry, looked up): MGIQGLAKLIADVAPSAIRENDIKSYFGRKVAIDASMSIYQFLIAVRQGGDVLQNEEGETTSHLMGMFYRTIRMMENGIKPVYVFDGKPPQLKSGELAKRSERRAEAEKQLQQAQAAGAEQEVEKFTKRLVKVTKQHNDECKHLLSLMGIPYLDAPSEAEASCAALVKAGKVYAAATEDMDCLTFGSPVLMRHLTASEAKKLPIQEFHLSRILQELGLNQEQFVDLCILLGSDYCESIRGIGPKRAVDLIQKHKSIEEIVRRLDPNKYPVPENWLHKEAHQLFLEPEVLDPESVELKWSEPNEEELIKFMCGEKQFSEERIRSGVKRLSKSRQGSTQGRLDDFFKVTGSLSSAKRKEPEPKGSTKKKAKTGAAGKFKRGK
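Steps: FEN1 (10 nM) dispensed; compound added by pin tool; 15 min at room temperature; substrate added to 50 nM final; reads at 0 min and 15 min; data normalized and fitted (four-parameter Hill).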
TDP1 cell CPT: DT40-hTDP1 cell growth loss with CPT | actives 12% (n = 420,000) | Potency, µM (highest dose often 46.2 µM), for the others: at the top dose activity change, negative = growth inhibition, actives largely listed as inhibitors | AID 686979 | chicken DT40 Tdp1-/-;hTDP1 cells + 20 nM CPT, ATP luminescence, 48 h; note: nearly all actives have a fitted effect of over 55% in size
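Chicken DT40 Tdp1-/- cells complemented with human TDP1, 400 cells/well, exposed to compounds plus 20 nM camptothecin for at least 48 h at 37 C; viability read as ATP content by CellTiter-Glo luminescence.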
* marks the source's active call; other numbers are inactive results; ? = inconclusive; nt = no result given; & = joins results of further samples; [ ] = dose if it differs, or a comment. Calls come from the whole dose curve; as a rule, active = well fitted curve in the direction sought with a large enough effect; inconclusive = small, poorly fitted or top-dose-only effect, or another doubt; inactive = no such curve, though single readings can be large; an effect the other way counts as inactive or inconclusive. Unless noted, % is set by controls: 0 for no effect and ±100 for the full control effect; potency is the fitted concentration of half-maximal effect. A portion of the library; count on the stated rates, not on these rows.

SMILES	N370S GC mod	FEN1 inh	TDP1 cell CPT
COc1ccc(Nc2nnc(-c3ccc(O)cc3)c3ccccc23)cc1C(N)=O	?	?	?
O=C(NC(Cc1ccc(O)cc1)C(=O)O)/C(=C/c1ccccc1)NC(=O)c1ccccc1 (stereo unspecified)	-6%	4%	-12%
O=C(Nc1nncs1)c1cc2c(s1)CCC2	-12%	17%	-26%
Cn1cnc(S(=O)(=O)N2CCC(C(=O)N3CCN(c4cccc(C(F)(F)F)c4)CC3)CC2)c1	nt	4%	?
O=c1cc(N2CCC3(CC2)OCCO3)[nH]c(=O)n1-c1ccc(Cl)cc1	5%	2%	-19%
CC(OC(=O)Cn1cc(C(F)(F)F)ccc1=O)C(=O)N(C)c1ccccc1 (stereo unspecified)	nt	-2%	-17%
COc1ccccc1NS(=O)(=O)c1ccc(NC(=O)c2nc3nc(C)cc(C(F)F)n3n2)cc1	-11%	-3%	-27%
Cc1ccc(NC(=O)CSc2nnc(-c3n[nH]c4ccccc34)n2-c2ccccc2)c(C)c1	3%	-8%	15µM*
CCN(Cc1ccncc1)Cc1c(O)ccc2ccccc12	15%	-8%	?
Cc1c(Cl)cccc1NC(=O)CCN1CCN(CCO)CC1	0%	-13%	3%

Some values from the entries so far:
O=c1cc(N2CCC3(CC2)OCCO3)[nH]c(=O)n1-c1ccc(Cl)cc1 | TDP1 cell CPT: -19%
CCN(Cc1ccncc1)Cc1c(O)ccc2ccccc12 | N370S GC mod: 15%
O=C(NC(Cc1ccc(O)cc1)C(=O)O)/C(=C/c1ccccc1)NC(=O)c1ccccc1 (stereo unspecified) | FEN1 inh: 4%
CC(OC(=O)Cn1cc(C(F)(F)F)ccc1=O)C(=O)N(C)c1ccccc1 (stereo unspecified) | TDP1 cell CPT: -17%
Cc1c(Cl)cccc1NC(=O)CCN1CCN(CCO)CC1 | FEN1 inh: -13%

Later entries:
SMILES	N370S GC mod	FEN1 inh	TDP1 cell CPT
O=C1CN(S(=O)(=O)c2ccc(F)cc2)c2ccccc2N1	-1%	2%	-18%
CCc1ccccc1NC(=O)Cn1c(=O)n(Cc2ccco2)c(=O)c2sc3ccccc3c21	nt	15%	-6%
Clc1ccc(CN(Cc2ccccc2)C(c2cccs2)c2nnnn2C2CCCC2)cc1 (stereo unspecified)	27%	5%	15µM*
O=C(/C=C/c1ccc(Cl)cc1)NCCN1CCOCC1	3%	-4%	?
CO/N=C/NC(=O)NOCc1ncc(C(F)(F)F)cc1Cl	9%	-16%	-10%
Cc1ccc(-c2cc(C(=O)NCCc3ccccc3)c3ccccc3n2)cc1C	nt	3%	21µM*
Clc1ccccc1Cc1noc(CN2CCSCC2)n1	-10%	2%	19%
Cc1ccc(S(=O)(=O)NNC(=S)Nc2ccccc2)cc1	1%	-12%	-8%
O=C(NCC(c1ccco1)N1CCc2ccccc2C1)c1cccc(Br)c1 (stereo unspecified)	0%	-17%	-3%
CCNC(=S)N(CCN(C)C)Cc1cc2cc3c(cc2[nH]c1=O)OCO3	9%	-3%	4%
Cc1ccc(NC(=O)CN2C(=O)NC3(CCCc4ccccc43)C2=O)cc1S(=O)(=O)N1CCOCC1 (stereo unspecified)	-12%	10%	-9%
CC1CCCC(NC(=O)COC(=O)Cc2ccc(Cl)cc2)C1C (stereo unspecified)	nt	16%	?
Nc1ccc2oc(-c3ccccc3Cl)nc2c1	3%	5%	-1%
COc1ccc(NC(=O)C2C3C=CC4(O3)C2C(=O)N(CCN2CCCCC2C)C4C(=O)NC2CCCC(C)C2C)cc1 (stereo unspecified)	-1%	-5%	-2%
COc1ccc(-n2c(C)cc(C(=O)COc3ccc(-n4cnnn4)cc3)c2C)cc1	7%	-3%	?
CCc1ccc(CNC(=O)Cn2nc(C)c3nn(-c4ccc(Cl)cc4)c(C)c3c2=O)cc1	nt	18%	?
CCOc1ccc2nc(N3CCCC(C(=O)Nc4ccc(OC)cc4)C3)sc2c1 (stereo unspecified)	nt	12%	15µM*
O=C1c2ccccc2C(=O)N1CCCCSc1nnc(-c2ccc(OC(F)F)cc2)o1	17%	1%	?
COc1cccc(CSc2nnc(-c3ccncc3)n2C)c1	-5%	-4%	12%
CCOc1ccc(OCCC(=O)N(CC)CC(=O)Nc2ccccc2OC)cc1	nt	1%	?
O=[N+]([O-])c1ccc(-c2ccc(/C=N/c3c(-c4ccco4)nc4ccccn34)o2)cc1	3%	9%	21µM*
COc1ccc(N=Nc2nc3cc(Br)c(Br)cc3n2C)c(OC)c1	7%	-7%	?
CCOC(=O)c1c(C)[nH]c(C)c1C(=O)COc1ccc(NC(=O)c2ccco2)cc1	5%	15%	-25%
CCSc1nnc(C)c(=O)n1COC(=O)c1ccc(S(=O)(=O)N2CCCC2)cc1	10%	-10%	?
O=C(COC(=O)c1c(F)cccc1Cl)NC1CCCCC1	1%	-16%	25%
NC(=O)c1c(NC(=O)c2ccncc2)sc2c1CCCC2	-1%	-20%	?
CCCn1c(=O)c2sccc2n2c(CCCC(=O)NC3CCN(Cc4ccccc4)CC3)nnc12	23%	13%	-21%
Cc1ccc2nc(CSc3nnc(-c4ccco4)o3)cc(=O)n2c1	-25%	9%	?
CNC(=O)[C@@]1(C)C=C[C@@H](Cc2ccccc2)N1C(=O)OC	-3%&4%	6%	-12%
COc1cc(C(=O)OCc2csc(CC(=O)Nc3cc(C)ccc3C)n2)ccc1OC(F)F	nt	11%	?

The final two entries of the section before open the next one.
SMILES	N370S GC mod	FEN1 inh	TDP1 cell CPT
CNC(=O)[C@@]1(C)C=C[C@@H](Cc2ccccc2)N1C(=O)OC	-3%&4%	6%	-12%
COc1cc(C(=O)OCc2csc(CC(=O)Nc3cc(C)ccc3C)n2)ccc1OC(F)F	nt	11%	?
COc1ccc(NC(=O)CC(C)CC(=O)NCc2ccccc2)c(OC)c1 (stereo unspecified)	-14%	-18%	-3%
O=C(CN1CCN(Cc2ccccc2F)C1=O)NCCc1ccc(Cl)cc1	-3%	-5%	-21%
CCCCNC(=S)NNC(=O)c1ccco1	2%	1%	1%
Cc1cc(C(=O)CN2C(=O)NC(Cc3c[nH]c4ccccc34)C2=O)c(C)n1C (stereo unspecified)	-9%	1%	-20%
COc1ccc(N2CCN(CCCNC(=O)CCCn3c(=O)[nH]c4ccsc4c3=O)CC2)cc1	nt	-8%	-11%
Cc1ccc(-c2nc3cc(Cl)ccc3o2)cc1NC(=O)c1cc([N+](=O)[O-])ccc1N1CCOCC1	nt	-1%	-22%
CCC(=O)N1CCc2cc(Br)cc(S(=O)(=O)CCC(=O)N3CCN(c4ccc(OC)cc4)CC3)c21	nt	-12%	3%
N#CN=C(N)c1ccccc1	-10%&-10%	-1%	-19%
Cc1cc(C)c(C#N)c(SCC(=O)N2CCN(Cc3ccccc3)CC2)n1	-2%	-1%	?
CC1CCN(C(=O)CSc2nnc(-c3ccco3)o2)CC1	-5%	-12%	1%
CCC(C)C(NC(=O)c1ccccc1NC(=O)c1ccccc1)C(=O)N1CCOCC1 (stereo unspecified)	3%	12%	-20%
Cc1ccc(C)c(NC(=O)CCS(=O)(=O)c2cccc3nsnc23)c1	nt	16%	-11%
O=C(NC1CC1)C1CCN(C2CCN(C(=O)c3ccc(C(F)(F)F)cc3)CC2)CC1	9%	16%	-4%
COc1ccc(/C=N/Nc2nc(N)cc(Cl)n2)cc1OC	-3%	-17%	?
CCC1CCCCN1CCCNC(=O)c1cc2c(Cl)nc3ccccc3c2s1 (stereo unspecified)	-16%	?	?
N#CCOc1ccccc1/C=N/n1nnnc1N	-5%	1%	3%
Cc1ccc(S(=O)(=O)N2CCN(c3ncnc4scc(-c5ccc(F)cc5)c34)CC2)cc1	-3%	-11%	?
CCOc1ccc(N2C(=O)CCC2=O)cc1	-16%	-3%	9%
CC(=O)Nc1ccc(NC(=O)CSc2ncnc3c2cnn3Cc2ccccc2)cc1	10%	-13%	3%
Cc1ccc(C)c(OCC(=O)Nc2ccc(S(=O)(=O)Nc3ccccn3)cc2)c1C	5%	-17%	?
N#Cc1ccc(NC(=O)CNc2cc(S(=O)(=O)N3CCOCC3)ccc2NCC2CCCO2)cc1 (stereo unspecified)	-11%	1%	?
O=C(CSc1nnc(CNC(=O)c2ccco2)o1)Nc1cccc(F)c1	-1%	2%	-14%
C=CCN1C(=O)C(Cc2ccc(C)cc2)S/C1=N/N=C/c1ccco1 (stereo unspecified)	17%	?	-30%
O=C(c1ccccc1Br)N1CCN(c2ccc([N+](=O)[O-])c(N3CCOCC3)c2)CC1	-6%	2%	-16%
O=C(/C=C/c1ccc2ccccc2n1)c1cc(Br)ccc1O	4%	13%	12µM*
CCc1ccccc1NC(=S)NCCSc1ccc(Cl)cc1	26%	-16%	?
C=C(C)COc1ccc(-c2[nH]ncc2-c2ccccc2)c(O)c1	28%	-16%	16µM*
NC(=O)CC(NC(=O)Cc1cccc2ccccc12)c1ccc(N2CCN(c3ccccc3)CC2)c([N+](=O)[O-])c1 (stereo unspecified)	19%	-1%	-6%
CCCC(=O)OCC(=O)NC1CCCc2ccccc21 (stereo unspecified)	-7%	-2%	0%
Nc1ccc(CCNc2ncnc3c2ncn3[C@@H]2O[C@H](CO)[C@@H](O)[C@H]2O)cc1	nt	9%	2%
Cc1nc(CNC(=O)CC2C(=O)NCCN2Cc2cccc(Oc3ccccc3)c2)cs1 (stereo unspecified)	-11%	-18%	?
CC1(C)CC(=O)C2=C(C1)OC(N)=C(C#N)C2c1cccc(OC(=O)c2ccco2)c1 (stereo unspecified)	20%	-21%	-4%
Cc1cc(C)n(-c2nc3ccccc3nc2N2CCN(c3cccc(C)c3C)CC2)n1	nt	14%	-4%
CCOC(=O)/C(=C\c1ccc([N+](=O)[O-])o1)NC(=O)c1ccccc1	-4%	-5%	23µM*
COc1ccc(C(=O)N(C)Cc2ccccn2)cc1OC1CCN(C(C)C)CC1	-5%	5%	11%
Clc1cccc(CSc2ncn(-c3ccccc3)n2)c1	?	-21%	-9%
O=C(NCC1CC1)Nc1ccccc1F	-8%	-2%	-11%
COc1ccc(-c2ccc3c(N)c(C(=O)Nc4ccc(C(F)(F)F)cc4)sc3n2)cc1OC	nt	-20%	?
CC1(C)CCC(=NNC(N)=S)CC1	nt	2%	?
CN(C)c1ccc(/C=N/N(Cc2ccccc2)c2ccccc2)cc1	6%	-10%	5%
CCOC(=O)c1cc(C(=O)OCC)c(=O)[nH]c1N1CCCC1	11%	-2%	-29%
CCOc1ccc(C=NNC(=O)c2ccc(-n3cnnn3)cc2)cc1	nt	-7%	-1%
O=C(O)COc1ccc(/C=N/NC(=O)c2cn(-c3ccccc3)nc2-c2ccccc2)cc1	-12%	-5%	?
COc1cccc(CN2C(=O)CN(C3CCCCC3)C(=O)C2c2ccc(OC)c(OC)c2)c1 (stereo unspecified)	nt	-7%	?
Cn1nccc1C(=O)Nc1cccc(C(F)(F)F)c1	2%	35%[activator]	-12%
c1ccc(CCn2cccc2)nc1	nt	1%	6%
CC1CC(C)CN(C(=O)c2nn(C)c3c2CSc2ccccc2-3)C1 (stereo unspecified)	3%	7%	?
O=C(CSc1nnc(-c2ccccn2)o1)Nc1ccc(F)cc1	0%	-2%	-21%
CC1CCN(c2ccc3nnc(CCC(=O)NC(C)C)n3n2)CC1	-1%	-7%	6%
O=C(N[C@@H](Cc1ccccc1)C(=O)NC1CCCCCC1)c1ccco1	9%	-9%	?
Later entries.
SMILES	N370S GC mod	FEN1 inh	TDP1 cell CPT
CCCCn1c(N)c(N(CCC(C)C)C(=O)COC(=O)c2cccnc2OCC)c(=O)[nH]c1=O	nt	-16%	-10%
COc1cc(/C=N/S(=O)(=O)CCc2ccccc2)ccc1O	-2%	3%	-1%
COc1ccc(NC(=O)c2oc3ccccc3c2NC(=O)c2cc(OC)c(OC)c(OC)c2)cc1	nt	-16%	21µM*
CCN(CC)S(=O)(=O)c1ccc(C(=O)N2CCc3ccccc32)cc1	-6%	-1%	?
COc1ccccc1C(=O)NC(=O)COC(=O)CCOc1ccccc1C	2%	6%	-16%
O=C(CCc1ccccc1)Nc1ccc2c(c1)C(=O)OC2	-4%	-1%	9%
CCOc1ccc(OCC)c(NC(=O)c2cc(S(=O)(=O)N3CCCC3)cn2C)c1	nt	0%	-22%
CC(=O)N/C(=C\c1ccccc1)C(=O)OC(C)C(=O)N(C)c1ccccc1 (stereo unspecified)	-4%	2%	9%
N#C/C(=C\c1ccc(OCCN2CCOCC2)cc1)C(=O)Nc1ccccc1F	-16%	0%	-20%
CCOC(=O)NC(=O)c1cn(CCNCCO)c(=O)[nH]c1=O	2%	1%	8%
CC(C)NC(=O)COc1ccc(S(=O)(=O)N(C)Cc2ccccc2)cc1	-1%	-22%	?

Given bar-delimited: four of the compounds above
smiles | N370S GC mod | FEN1 inh | TDP1 cell CPT
CC1CCN(C(=O)CSc2nnc(-c3ccco3)o2)CC1 | -5% | -12% | 1%
O=C(CSc1nnc(CNC(=O)c2ccco2)o1)Nc1cccc(F)c1 | -1% | 2% | -14%
CCC(=O)N1CCc2cc(Br)cc(S(=O)(=O)CCC(=O)N3CCN(c4ccc(OC)cc4)CC3)c21 | nt | -12% | 3%
Nc1ccc2oc(-c3ccccc3Cl)nc2c1 | 3% | 5% | -1%
